Bioassay records as filed in PubChem.
TbREL1 primary: TbREL1 inhibition, primary screen. P86926. TbREL1 RNA ligation, FRET fluorescence. inhibition, % at 9.66 µM. 89,000 compounds, 0.49% hits;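 active = inhibition above the mean inhibition across all screened compounds plus 3 SD, cut at about 11% in these data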;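 also: 0% = plate median of test wells and 100% = NSC42067 control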
Target sequence (P86926 whole entry, looked up): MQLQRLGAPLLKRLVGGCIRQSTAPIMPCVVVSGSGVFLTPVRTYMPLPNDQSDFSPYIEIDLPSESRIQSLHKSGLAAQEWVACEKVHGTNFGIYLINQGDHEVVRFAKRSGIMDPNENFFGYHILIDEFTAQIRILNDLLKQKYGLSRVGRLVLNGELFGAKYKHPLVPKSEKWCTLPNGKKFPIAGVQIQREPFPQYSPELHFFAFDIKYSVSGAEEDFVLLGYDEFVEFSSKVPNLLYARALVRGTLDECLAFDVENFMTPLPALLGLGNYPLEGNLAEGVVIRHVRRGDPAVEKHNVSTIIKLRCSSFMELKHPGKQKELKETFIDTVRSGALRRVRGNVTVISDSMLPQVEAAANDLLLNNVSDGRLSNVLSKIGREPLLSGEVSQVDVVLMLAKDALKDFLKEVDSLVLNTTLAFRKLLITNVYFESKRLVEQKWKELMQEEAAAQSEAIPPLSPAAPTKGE
* hit, by the source's call.

The opening four compounds, to show the layout:
TbREL1 primary | Molecule
1 | CC1CN(C(=O)COC(=O)c2cncc(Br)c2)CC(C)O1 (stereo not drawn)
-5 | CCc1ccc(-n2c(C)n[nH]c2=S)cc1
-2 | CC(OC(=O)c1cccc(S(=O)(=O)N2CCCC2)c1)C(=O)NC1CCCCC1C (stereo not drawn)
-1 | CCOc1ccc2sc(NS(=O)(=O)c3ccc(N)cc3)nc2c1

This part in full, from the start:
TbREL1 primary | Molecule
1 | CC1CN(C(=O)COC(=O)c2cncc(Br)c2)CC(C)O1 (stereo not drawn)
-5 | CCc1ccc(-n2c(C)n[nH]c2=S)cc1
-2 | CC(OC(=O)c1cccc(S(=O)(=O)N2CCCC2)c1)C(=O)NC1CCCCC1C (stereo not drawn)
-1 | CCOc1ccc2sc(NS(=O)(=O)c3ccc(N)cc3)nc2c1
2 | Cc1ccccc1Nc1nc(N)nc(COC(=O)CCS(=O)(=O)c2ccccc2)n1
-1 | O=C(NCc1ccco1)C1CCCN(S(=O)(=O)c2cnc[nH]2)C1 (stereo not drawn)
-2 | Cc1onc(-c2ccc3c(c2)OCO3)c1-c1ccc2[nH]ccc2c1
1 | CC(=O)N1CC(c2ccccc2)C(c2ccc(Cl)cc2)=N1 (stereo not drawn)
-1 | Cn1c(=O)n(C)c2cc(CN3C(=O)OC(C)(C)C3(C)O)ccc21 (stereo not drawn)
-2 | O=C(Nc1ccc2c(c1)OCCO2)C1CCN(C(=O)c2ccc(Cl)cc2)CC1
1 | Oc1ccc(Nc2nc(NCC3CCCO3)c3ccccc3n2)cc1 (stereo not drawn)
1 | Cn1cccc1CC(=O)NN=Cc1cccc(F)c1
-4 | CCOC(=O)CSC1=N/C(=C\c2cc(OC)c(OC)c(OC)c2)C(=O)N1C
-2 | Cn1cccc1Cc1nnc(SCC(=O)NC2CCCCC2)n1CCc1ccccc1
-1 | CCC(C)(C)n1nnnc1C(c1ccc(C)cc1)N1CCC(C)CC1 (stereo not drawn)
2 | CC(C)CC(=O)Nc1cc(NC(=O)CC(C)C)cc(C(=O)NC(C)(C)C)c1
2 | O=C(Cn1nc(Cc2ccncc2)c2ccccc2c1=O)N1CCN(C(=O)c2ccco2)CC1
-1 | COCCOC1CCN(C(=O)c2cc(COc3ccc(F)cc3F)on2)CC1
-2 | CC(=O)Nc1ccc(SCC(=O)NC(=O)c2ccc(S(=O)(=O)N(C)C)cc2)cc1
0 | CC(=O)c1ccc(NC(=O)C(C)N(C)CC(=O)Nc2ccc(N3CCOCC3)cc2)cc1 (stereo not drawn)
-2 | COc1ccc(C(=O)COC(=O)[C@H](C)NS(=O)(=O)c2ccc(NC(C)=O)cc2)cc1OC
2 | COc1ccc2[nH]c3c(c2c1)CCN1C(=O)C(CC(=O)NCCN2CCOCC2)C[C@H](C(=O)N2CCCCC2)[C@@]31C (stereo partly drawn)
6 | CCN(CC)C(=O)C1=C(C)N(CCCOC)C(=O)C(CC(=O)NC(c2ccccc2)c2ccccc2)C1 (stereo not drawn)
0 | Cc1ccc(OCCCCc2c(C)n[nH]c2C)cc1
5 | COC(=O)C(C)N(C(=O)c1cccc(Cl)c1)c1c(C)cccc1C (stereo not drawn)
1 | Cc1ccc(Sc2nnc(Cc3ccccc3)c3ccccc23)cc1
0 | Cc1ccc(-c2nc3ncccn3c2NC(=O)c2ccc(F)cc2)cc1
-3 | O=C(NCCCN1CCOCC1)C(C(=O)c1ccccc1)n1ccccc1=O (stereo not drawn)
-1 | CCC(C)(C)n1nnnc1C(c1ccc(O)c(OC)c1)N1CCN(c2nc3ccccc3s2)CC1 (stereo not drawn)
2 | Cn1cccc1C(=O)NC(=O)CSc1nc2ccccc2s1
3 | CSc1ccccc1NC(=O)CN1CC(C)OC(C)C1 (stereo not drawn)
-2 | Cc1cc2c(=O)n(C)c(SCC(=O)c3cc4ccccc4o3)nc2s1
-1 | Cn1cnnc1Sc1cc(N2CCN(S(=O)(=O)c3ccc(Cl)c(Cl)c3)CC2)ccc1[N+](=O)[O-]
-2 | Cc1ccccc1CS(=O)(=O)Cc1ccc(C(=O)Nc2cccc(Cl)c2F)o1
2 | O=C(O)/C=C/C(=O)OC1CC2CCC1C2 (stereo not drawn)
3 | CCCCn1c(CCl)nc2cc(S(=O)(=O)N3CCOCC3)ccc21
7 | CCCCN1C(=O)Cc2c1nc(N)c1c(N)nc(N(CCC)CCC)c(C#N)c21
4 | COCCN1CCn2c(nc3cc([N+](=O)[O-])ccc32)C1
-2 | COc1ccc(NC(=O)CSc2nnc(CC(=O)Nc3ccc(F)cc3)n2C)cc1
1 | Cc1ccc(NC(=O)CSc2cccc[n+]2[O-])c([N+](=O)[O-])c1
-1 | Cc1ccc(NC(=O)C2CCCN(S(=O)(=O)c3cnc[nH]3)C2)cc1F (stereo not drawn)
1 | COc1ccccc1N(CC(=O)NCCc1ccccc1)S(C)(=O)=O
-5 | CCc1ccc(N2CC(C(=O)Nc3ccc(S(=O)(=O)Nc4nccs4)cc3)CC2=O)cc1 (stereo not drawn)
6 | CCc1ccc(NC(=O)C2(C)Cc3ccccc3C(=O)O2)cc1 (stereo not drawn)
-1 | CNC(=O)CN(c1ccc(C23CC4CC(CC(C4)C2)C3)cc1)S(C)(=O)=O

2 records drawn at random from the list so far:
TbREL1 primary | Molecule
-2 | Cc1ccccc1CS(=O)(=O)Cc1ccc(C(=O)Nc2cccc(Cl)c2F)o1
2 | O=C(O)/C=C/C(=O)OC1CC2CCC1C2 (stereo not drawn)

Next compounds follow:
TbREL1 primary | Molecule
0 | Cc1ccc(C)c(NC(=O)c2cc(=O)c3ccccc3o2)c1
-2 | O=S(=O)(N[C@@H]1CCCC[C@H]1N1CCOCC1)c1ccc(Cl)cc1
-3 | COc1cccc(C2CC(c3ccccc3)Nc3nc(N)nn32)c1 (stereo not drawn)
0 | Cc1c(Br)c([N+](=O)[O-])nn1CC(=O)Nc1ccccn1
0 | Nc1ccccc1SCc1cn2cccnc2n1
1 | CCOC(=O)N1CCN(C(=O)CSc2ccc(-c3cccnc3)nn2)CC1
-1 | CCOC(=O)CSc1nc(-c2ccc(OC)cc2)ns1
-2 | CCC1(C)C2(C#N)C(N)=NC(OC)(OC)C12C#N (stereo not drawn)
-2 | CCS(=O)(=O)N1Cc2ccccc2CC1C(=O)Nc1nc2ccccc2[nH]1 (stereo not drawn)
3 | Cc1c(C)c2c(OCC(=O)NCC(=O)NCC(=O)O)cc3c(c2oc1=O)CCC(C)(C)O3
-1 | c1nc(NCC2CCOC2)c2cc(-c3ccc4c(c3)OCO4)ccc2n1 (stereo not drawn)
1 | Cc1cc2nc(-c3ccco3)c(Cc3ccccc3C(F)(F)F)n2c(C)c1Br
-1 | CC(C)C[C@H](NC(=O)OC(C)(C)C)C(=O)N[C@@H](CO)[C@H](O)[C@@H]1C[C@@H]1C(=O)NC1CC1
0 | O=C(CSc1ccsc1[N+](=O)[O-])NCCc1ccc(Cl)cc1
4 | Cc1ccc(S(=O)(=O)Nc2ccccc2CNc2ncc(Br)cc2Br)cc1
4 | COc1ccc(-c2oc3c(c2C(=O)OCCO)C(OCCCO)CCC3)cc1 (stereo not drawn)
-2 | N#Cc1ccc(C(=O)OCC(=O)NC(=O)NC2CCCCC2)cc1
2 | Cc1cn([C@H]2C[C@H](O)[C@@H](/C=C/C(=O)NCc3ccccc3)O2)c(=O)[nH]c1=O
-3 | CCOc1ccc(NC(=O)CN(C)C(=O)c2ccc3nc(CC)c(CC)nc3c2)cc1OCC
-2 | O=C(NCCN1C(=O)S/C(=C\c2ccccc2F)C1=O)C1CC(=O)N(Cc2ccccc2)C1 (stereo not drawn)
-1 | Cc1cc(C)n(S(=O)(=O)c2ccccc2)n1
-5 | CC(C)CCNC(=O)CC1Nc2c3ccccc3nc(=S)n2C1=O (stereo not drawn)
2 | O=S1(=O)[C@H]2C[C@@H]3C=C[C@@]2(CN1Cc1ccc(Cl)cc1)O3
4 | CCN1C[C@@H]2[C@@H]3C(=O)N(C)C(=O)[C@@H]3[C@](C)(C1=O)N2C(=O)c1ccc(F)cc1
-1 | CCOC(=O)C1(O)CSc2nc3sc(C(=O)O)c(C)c3c(=O)n21 (stereo not drawn)
0 | Cc1cc(C)c2ccc(NN)nc2c1O
3 | Cc1ccccc1-c1nc(CSc2nc3c(c(=O)[nH]2)CCC3)c(C)o1
2 | O=c1oc2ccccc2c(NCCO)c1[N+](=O)[O-]
0 | CC(C)OCc1ccc(C(=O)N2CCN(S(=O)(=O)c3ccc(Br)s3)CC2)cc1
2 | CCCS(=O)(=O)N1CCCC(C(=O)NC(C)c2ccc3c(c2)OCCO3)C1 (stereo not drawn)
2 | COCCNC(=O)CCCn1c(=O)c2cc(OC)c(OC)cc2n(CC(=O)Nc2ccccc2OC)c1=O
-1 | O=C(NCc1ccc2c(c1)OCO2)c1ccc(CS(=O)(=O)c2ccc(Br)cc2)o1
-4 | O=C1N(Cc2ccc3c(c2)OCO3)c2ccccc2C1(O)c1c[nH]c2ccccc12 (stereo not drawn)
-1 | O=C(CN(C(=O)c1csnn1)c1ccc(F)c(Cl)c1)NCc1ccc(F)cc1
0 | O=C(CSc1cccc[n+]1[O-])Nc1ccccc1Oc1ccccc1
-2 | C#CCNC(=O)C1=C[C@H](c2cn(C(C)=O)c3ccccc23)[C@@H](CCCO)[C@H](OCC)O1
-2 | Cc1ccc(Cc2c(C3CCCCC3)nc3ccc(Cl)cn23)cc1
-2 | CC(O)c1ccc2c(c1)OCCOCCN(C)CCOCCO2 (stereo not drawn)
-2 | CCOc1ccccc1Nc1ncccc1C(=O)O
2 | COc1cccc(CCNS(=O)(=O)c2c(C)n[nH]c2C)c1
-1 | O=C(NCc1ccccc1)C1CC2CCCC(C1)C2=O (stereo not drawn)
1 | CCCC(CCC(=O)NC1CCCCC1)C(=O)O (stereo not drawn)
3 | O=C(CCc1nc(-c2ccccc2)c(-c2ccccc2)o1)OCc1ccc(Br)cc1
5 | Cc1ccc(OCC(=O)O/N=C(\N)Cc2cccs2)cc1C
0 | COc1ccc2c(C(=O)NCc3ccc4c(c3)OCO4)c(-c3ccc(S(C)(=O)=O)cc3)sc2c1
2 | O=C(Nc1ccccc1)OC(CN1CCCCC1)C(F)(F)F (stereo not drawn)
0 | CC(C)(O)/C=C/C[C@](C)(O)C1CC[C@]2(C)C1[C@H](O[C@H]1O[C@@H](CO)[C@H](O)[C@@H](O)[C@@H]1O)CC1[C@@]3(C)CC[C@H](O)C(C)(C)C3[C@@H](O)C[C@]12C (stereo partly drawn)
1 | CN(C)/C=C(/C(=O)c1ccc(Cl)cc1Cl)S(=O)(=O)c1ccccc1
-1 | O=C(Nc1cccc(C(F)(F)F)c1)c1n[nH]c(Cn2cncn2)n1
-4 | O=C(Nc1cc(C(F)(F)F)ccc1Cl)c1cc2nc3c(c(C(F)(F)F)n2n1)CCCC3
0 | Cc1cc(=O)[nH]c(SCC2COC3(CCCCC3)O2)n1 (stereo not drawn)
2 | Cc1ccc(/C=N/NC(=O)c2cc(C3CC3)nc3ccccc23)o1
1 | Cc1ccc(C(=O)Nc2nccs2)cc1S(=O)(=O)N1CCCCC1
8 | O=C(/C=C/c1cccnc1)c1ccc(F)c(F)c1
6 | Cc1cccc(NC(=S)N/C(=N/S(=O)(=O)c2ccccc2)c2ccccc2)c1
-1 | Cc1c(Cl)ccc2c(C(=O)NCCCn3nccc3C)cc(-c3ccccn3)nc12
-6 | CCOc1cc(N2CCOCC2)c(OCC)cc1NC(=O)CN1C(=O)N(C)C2(CCCCC2)C1=O
2 | COc1ccc(S(=O)(=O)Nc2ccccc2)cc1
1 | Cc1cc(C(=O)N/N=C/c2sccc2C)no1
1 | CC(NC(=O)c1cccs1)C(c1cccs1)N1CCOCC1 (stereo not drawn)

Sorted by number of heavy atoms (highest first): seven of the compounds above
TbREL1 primary | Molecule
0 | CC(C)(O)/C=C/C[C@](C)(O)C1CC[C@]2(C)C1[C@H](O[C@H]1O[C@@H](CO)[C@H](O)[C@@H](O)[C@@H]1O)CC1[C@@]3(C)CC[C@H](O)C(C)(C)C3[C@@H](O)C[C@]12C (stereo partly drawn)
-6 | CCOc1cc(N2CCOCC2)c(OCC)cc1NC(=O)CN1C(=O)N(C)C2(CCCCC2)C1=O
-4 | O=C(Nc1cc(C(F)(F)F)ccc1Cl)c1cc2nc3c(c(C(F)(F)F)n2n1)CCCC3
1 | Cc1ccc(C(=O)Nc2nccs2)cc1S(=O)(=O)N1CCCCC1
2 | O=C(Nc1ccccc1)OC(CN1CCCCC1)C(F)(F)F (stereo not drawn)
8 | O=C(/C=C/c1cccnc1)c1ccc(F)c(F)c1
1 | Cc1cc(C(=O)N/N=C/c2sccc2C)no1

(cont.)
TbREL1 primary | Molecule
8 | O=C(Nc1ccccc1-c1nnc(SCc2ccc(Cl)cc2Cl)o1)c1ccccc1
-1 | O=C(O)CCCCCN1C(=O)CSC1=S
5 | CCn1c(C)c(C(C)=O)c(N2CCN(c3ccccc3)CC2)nc1=S
0 | CCOC(=O)c1sc2nc(CC(C)C)c3c(c2c1N)CCC3
3 | CCOC(=O)c1cnn(-c2ccccc2)c1NC(=O)C(F)(F)C(F)(F)C(F)(F)F
6 | O=C(O)CN1CCCCC1
-1 | N#CCc1ccc(Oc2ccc([N+](=O)[O-])cn2)cc1
-1 | CC1CCCCC1NC(=O)Cn1cc([N+](=O)[O-])ccc1=O (stereo not drawn)
4 | O=C1C2CCCN2C(c2ccc(Cl)cc2)N1c1nccs1 (stereo not drawn)
4 | COc1ccccc1CNc1nc(Nc2ccccc2-n2cccn2)c2sccc2n1
-1 | C=CCC[C@H](Cc1ccc(F)cc1)C(=O)OC[C@@H](C)NC(=O)[C@H](CC=C)CC(=O)NCCO
-2 | CC1(C(=O)NS(=O)(=O)c2ccc(Br)cc2)CCN1C(=O)CC1CCCCC1 (stereo not drawn)
11* | C=CCN=C1NC(c2cccc(F)c2)C(C(=O)OC)=C(C)N1Cc1cccc(C(F)(F)F)c1 (stereo not drawn)
-2 | CC(=O)Nc1ccc(NS(=O)(=O)c2ccc(C)cc2)c([N+](=O)[O-])c1
-3 | CCc1ccc(CNC(=O)C2CC(=O)N(CCc3ccc(C)cc3)C2)cc1 (stereo not drawn)
-4 | CC(=O)Nc1ccc(NC(=O)C(C)Sc2nnc(-c3cccs3)o2)cc1 (stereo not drawn)
4 | CCN(CC)C(=O)CSc1nnc(-c2ccccc2)n1N
7 | CCCCCCCCc1nc(=S)[nH][nH]1
1 | O=C(Nc1ccc(F)cc1)OCc1cn(Cc2cc(F)cc(F)c2)nn1

A portion of the library; the hit share may differ from the screen's.
